# Screens from PubChem.
# 14-3-3 PPI: modulators of human 14-3-3 gamma - Raf peptide interaction; actives 0.19% (n = 160,000); P61981; FP, 14-3-3gamma / TMR-pS259-Raf peptide binding; inhibition, % at 40 µM; in the data active = inhibition above about 30%;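 note: 0% = protein plus tracer without compound and 100% = blank with tracer alone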
# Target sequence (P61981 whole entry, looked up): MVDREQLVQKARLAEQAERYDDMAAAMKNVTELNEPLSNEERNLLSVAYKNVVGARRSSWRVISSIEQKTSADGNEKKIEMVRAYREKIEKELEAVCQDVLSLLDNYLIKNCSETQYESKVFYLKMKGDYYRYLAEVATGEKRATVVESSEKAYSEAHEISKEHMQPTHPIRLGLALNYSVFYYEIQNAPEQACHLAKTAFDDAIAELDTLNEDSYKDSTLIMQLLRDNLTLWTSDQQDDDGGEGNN
# * hit, by the source's call; & = joins results of further samples. Only part of the results is shown, so the mix of outcomes need not match the whole.
SMILES,14-3-3 PPI
c1cnc(N2CC[N+]3(CCCC3)CC2)nc1,-3
O=c1[nH]c(CN2CCCCC2)nc2c1C1(CCCC1)Cc1ccccc1-2,1
COc1ccc(-c2nnc3ccc(SC(C(C)=O)C(C)=O)nn23)cc1OC,-14
Cc1ccc(OCCNC(=O)c2cccc3ccccc23)cc1,-6
O=C(O)c1ccc(S(=O)(=O)NC2CCCc3ccccc32)cc1 (stereo not drawn),0
CCOc1ccc2nc(C)cc(Nc3cccc(Cl)c3)c2c1,-18
COc1ccc(NC(=O)CCOc2ccccc2)c(OC)c1,-14&-3
CCc1noc(C)c1C(=O)Nc1nnc(C2CC2)s1,-4
COc1ccc(S(=O)(=O)N2Cc3ccccc3CC2C(=O)NCc2ccccc2)cc1 (stereo not drawn),-11
O=C(NCc1n[nH]c(=S)n1-c1ccc(Br)cc1)c1ccc(S(=O)(=O)N2CCOCC2)cc1,-9
CN1CCN(CCCNC(=O)C2C3C=CC4(CN(Cc5ccccc5Cl)C(=O)C24)O3)CC1 (stereo not drawn),-5
CCc1ccc(C2Nc3cc(C)c(C)cc3NC3=C2C(=O)CC(C)(C)C3)cc1 (stereo not drawn),0
COc1ccccc1C(CCNCc1ccc2c(c1)OCO2)c1ccc2c(c1)OCO2 (stereo not drawn),4
CCn1c(C)c(C(C)=O)c(NCc2ccccc2)nc1=S,-6
CCOC(=O)C1CCN(C(=O)c2c[nH]c3ccc(S(=O)(=O)N4CCOCC4)cc3c2=O)CC1,-1
CCC(NC(=O)Nc1c(C)n(C)n(-c2ccccc2)c1=O)(C(F)(F)F)C(F)(F)F,-4
CCOC(=O)NC(Nc1cc(C)on1)(C(F)(F)F)C(F)(F)F,12
Cn1c(=O)c2c(nc(SCC(=O)Nc3ccccc3)n2C)n(C)c1=O,6
CC1=C(C(=O)Nc2ccccc2)C(c2ccc(N(C)C)cc2)NC(=S)N1 (stereo not drawn),-9
CCc1ccc(-c2nc(CS(=O)CC(=O)NCc3cccnc3)c(C)o2)cc1 (stereo not drawn),-8
COc1ccc(N2C(=O)CCC(C(=O)Nc3ccccc3OC)C2c2ccc(F)cc2)cc1 (stereo not drawn),6
CCOc1cc(C2c3c(n[nH]c3C)C(=O)N2c2ccc(C)cc2)ccc1O (stereo not drawn),1
COc1ccccc1N1CCN(S(=O)(=O)c2ccc(F)c(C(=O)Nc3ccccc3C(F)(F)F)c2)CC1,-3
COC(=O)CN(c1cc(OC)ccc1OC)S(=O)(=O)c1ccc(OC)c(OC)c1,-1
O=C(O)CCCN1C(=O)C(=O)/C(=C(/O)c2ccccc2)C1c1ccc2c(c1)OCO2 (stereo not drawn),-5
COc1ccc2nc(NC3=NCN(CC4CCCO4)CN3)nc(C)c2c1 (stereo not drawn),-11
COCCCNC(=O)C1CCN(C(=O)c2cc3sccc3n2Cc2ccc(F)cc2)CC1,3
Cc1ccc2[nH]c(=O)c(C(c3nnnn3CC3CCCO3)N3CCOCC3)cc2c1 (stereo not drawn),5
O=C(CSc1nnnn1-c1ccccc1)Nc1nc(-c2ccccc2)ns1,2
Cc1nc(CCNS(=O)(=O)c2cccs2)cs1,0
CC1=C(C(=O)NCc2ccccc2)C(c2cccs2)n2ncnc2N1 (stereo not drawn),2
COc1cccc(NC(=O)Cn2c(=O)n(Cc3ccco3)c(=O)c3cc(OC)c(OC)cc32)c1,4
CCC(Sc1nc2[nH]ncc2c(=O)n1-c1ccccc1Cl)C(=O)N1CCCC1 (stereo not drawn),-10
CCc1nc2ccc(Oc3ccc4nc(CC)[nH]c4c3)cc2[nH]1,-3
O=C(CSc1nnnn1-c1ccc(C(=O)O)cc1)Nc1ccc(F)cc1,0
CCOC(=O)c1c(C)oc2cc(Br)c(OC(C)C(=O)OCC)cc12 (stereo not drawn),3&-1
Cn1c(SCC(=O)N2CCN(c3cccc(Cl)c3)CC2)nnc1-c1ccncc1,7
COC(=O)C(NC(C)=O)(Nc1sc2c(c1C#N)CCCCC2)C(F)(F)F (stereo not drawn),-8
O=C(Nc1cccc(Oc2ccc3c(c2)C(=O)N(c2ccccc2)C3=O)c1)c1cccs1,1
Cc1[nH]nc2c1C(C1CC=CCC1)C(C#N)=C(N)O2 (stereo not drawn),0
Cc1c(C(=O)c2ccc(Cl)cc2)sc2nc3ccccc3n12,-11
COc1ccc(C(C)=O)c(Oc2nc(CN3CCOCC3)nc3scc(-c4cccs4)c23)c1,-6
CCc1ccc(-c2cn3nc(C)c(C)nc3n2)cc1,-74
O=C(CN(CCc1ccccc1)S(=O)(=O)c1ccccc1)Nc1ccc2c(c1)OCO2,-11
CC1CC(C)CN(S(=O)(=O)c2ccc(C(=O)Nc3sc4c(c3C(N)=O)CC(C)(C)NC4(C)C)cc2)C1 (stereo not drawn),-11

# Brought forward from above: two entries; new compounds follow.
SMILES,14-3-3 PPI
O=C(CN(CCc1ccccc1)S(=O)(=O)c1ccccc1)Nc1ccc2c(c1)OCO2,-11
CC1CC(C)CN(S(=O)(=O)c2ccc(C(=O)Nc3sc4c(c3C(N)=O)CC(C)(C)NC4(C)C)cc2)C1 (stereo not drawn),-11
CC1=C(C(N)=O)C(c2ccccc2F)NC(=S)N1 (stereo not drawn),0
O=C(Nc1cccc(C(F)(F)F)c1)c1ccc(NC(=O)C2CCCO2)cc1 (stereo not drawn),-1
CN1C(=O)c2ccccc2C(C(=O)NCCCN2CCCC2=O)C1c1cn(C)c2ccccc12 (stereo not drawn),-3
Cc1ccc2c(c1)[nH]c1c(=O)n(CCN3CCNCC3)cnc12,1
O=C(C1CCCN(Cc2ccccc2Br)C1)N1CCCCC1 (stereo not drawn),-8
O=S(=O)(Cc1ccccc1)N1CCCC(c2nc(-c3ccc(F)cc3)no2)C1 (stereo not drawn),-1
O=C1c2ccccc2NC(c2ccco2)N1O (stereo not drawn),-2
COc1cc(-c2nc(Nc3cccc([N+](=O)[O-])c3)c3ccccc3n2)cc(OC)c1OC,-21
COc1ccc(C(=O)Nc2cccc(-c3nc4cc(C)cc(C)c4o3)c2)cc1,-209
O=C(c1cc2c(=O)n3ccccc3nc2s1)N1CCc2ccccc2C1,-26
O=S(=O)(NCc1ccc2c(c1)OCO2)c1ccc(Br)s1,-11
CCOc1ccc(C(=O)Nc2c3c(nn2-c2ccc(C)cc2)CSC3)cc1OCC,4
COc1ccc(OC)c(-n2cc3c(=O)n(C)c(=O)n(C)c3c2)c1,7
O=C(N1CCN=C1SCc1ccccc1Cl)C12CC3CC(CC(C3)C1)C2,2
CCOC(=O)C(C)Sc1nc2c(c(=O)n1-c1ccc(Br)cc1)SCC2 (stereo not drawn),-19

# Quoted at random: 4 entries already listed
SMILES,14-3-3 PPI
O=S(=O)(Cc1ccccc1)N1CCCC(c2nc(-c3ccc(F)cc3)no2)C1 (stereo not drawn),-1
O=S(=O)(NCc1ccc2c(c1)OCO2)c1ccc(Br)s1,-11
O=C(C1CCCN(Cc2ccccc2Br)C1)N1CCCCC1 (stereo not drawn),-8
COc1ccc(OC)c(-n2cc3c(=O)n(C)c(=O)n(C)c3c2)c1,7

# Looked up above:
# In 14-3-3 PPI, O=C(N1CCN=C1SCc1ccccc1Cl)C12CC3CC(CC(C3)C1)C2 has the entry 2
# In 14-3-3 PPI, Cc1ccc2c(c1)[nH]c1c(=O)n(CCN3CCNCC3)cnc12 has the entry 1
# In 14-3-3 PPI, O=C(c1cc2c(=O)n3ccccc3nc2s1)N1CCc2ccccc2C1 has the entry -26
# In 14-3-3 PPI, CN1C(=O)c2ccccc2C(C(=O)NCCCN2CCCC2=O)C1c1cn(C)c2ccccc12 (stereo not drawn) has the entry -3
# In 14-3-3 PPI, CCOC(=O)C(C)Sc1nc2c(c(=O)n1-c1ccc(Br)cc1)SCC2 (stereo not drawn) has the entry -19

# Following part.
SMILES,14-3-3 PPI
CCOc1ccc2sc(NC(=O)C(C)N3C(=O)C4C5C=CC(C5)C4C3=O)nc2c1 (stereo not drawn),-6
COc1ccc2oc(C)c(C(=O)Cn3ccnc3)c2c1,-5
CCOC(=O)CSc1nc2c(sc3ccccc32)c(=O)n1CC1CCCO1 (stereo not drawn),-7
Cc1ccc(S(=O)(=O)c2c(C)nn(C(C)(C)C)c2OC(=O)c2ccc(C)c(C)c2)cc1,6
O=C1c2ccccc2NC(c2ccncc2)N1c1ccccn1 (stereo not drawn),-3&-1
CCN(CC)c1cc(C)c2cc(NC(=O)Cc3ccc(Cl)cc3)ccc2n1,-5
CCCN1C(=O)C(O)(CC(=O)c2ccc(C)cc2C)c2cc(Br)ccc21 (stereo not drawn),8
COCCn1c(=NC(=O)CSC(C)=O)sc2cc(F)ccc21,-4&-5
Cc1ccc(S(=O)(=O)Nc2cccc(C(=O)O)c2)cc1C(N)=O,-2
Cc1ccc(CNC(=O)Cn2cnc3sc(C)c(S(=O)(=O)N4CCC(C)CC4)c3c2=O)o1,-40
Cc1sc(NC(=O)CSc2nnc(-c3ccccc3)o2)c(C#N)c1C,-15
CC(=O)c1ccc(NC(=O)c2ccc(C(=O)Nc3ccc(C(C)=O)cc3)nc2)cc1,-5
CCOC(=O)c1cnc2ccc(C(=O)OC)cc2c1Nc1ccc(C(=O)O)cc1,-1
COc1ccc(-c2nnc(SCC(=O)NC3CCCCC3)o2)cc1,2
CC(C)OC(=O)CSc1nc2ncccc2[nH]1,-10
Cc1cc(C)cc(OCC(=O)N2CCN(c3ccccn3)CC2)c1,-34
Cc1cccc(-n2nc3c(c2NC(=O)COc2ccc4ccccc4c2)CSC3)c1C,-7
CC(C)CN(CC(C)C)S(=O)(=O)c1ccc(C(=O)O)cc1,3
COc1ccc(NC(=O)NCCN2CCN(c3ccccc3F)CC2)c(OC)c1,5
CC(=O)c1ccc(OC(C)C)c(Cc2c(O)nc(N)[nH]c2=O)c1,-9
COc1cc(CNCc2ccc(OC)c(OC)c2OC)cc(OC)c1,-9
CC(C)(C)c1ccc(-c2csc(NC(=O)c3cccc([N+](=O)[O-])c3)n2)cc1,-6
CCCc1cc(C(=O)Nc2ccccc2C(=O)OC)no1,5
CC(=O)N1c2c(cc(Br)cc2S(=O)(=O)Nc2cccc(F)c2)CC1C (stereo not drawn),1
Cc1ccc(C2C(C#N)=C(N)SC(N)=C2C#N)o1,-183
FC(F)(F)c1ccc(-c2noc(-c3cccs3)n2)cc1,4
O=C(c1cnn2c(C(F)(F)F)cc(-c3ccc(Br)cc3)nc12)N1CCCCCC1,1
CCOC(=O)CC(=O)NC(C)(C)Cc1ccc(O)c(Br)c1,-5
CN(CCC#N)S(=O)(=O)c1ccc2c(c1)CCN2C(=O)C1CCC1,3
Cc1ccc2c(c1)sc1nc(-c3cc4ccccc4oc3=O)cn12,-1

# 5 structures out of the list, arranged by heavy-atom count, rising.
SMILES,14-3-3 PPI
CCCc1cc(C(=O)Nc2ccccc2C(=O)OC)no1,5
CC(=O)c1ccc(OC(C)C)c(Cc2c(O)nc(N)[nH]c2=O)c1,-9
Cc1ccc2c(c1)sc1nc(-c3cc4ccccc4oc3=O)cn12,-1
CC(=O)N1c2c(cc(Br)cc2S(=O)(=O)Nc2cccc(F)c2)CC1C (stereo not drawn),1
COc1ccc(NC(=O)NCCN2CCN(c3ccccc3F)CC2)c(OC)c1,5

# The list goes on:
SMILES,14-3-3 PPI
COc1ccc(CCn2c(C)cc3c(c2=O)C(c2ccc4c(c2)OCO4)C(C#N)=C(N)O3)cc1OC (stereo not drawn),-4
Cc1ccccc1Cn1c(=O)c2c(nc3n2CCCN3Cc2ccccc2)n(C)c1=O,-4
O=C(CSc1nncs1)NCc1ccc2c(c1)OCO2,-3
CN1CCC2(CC1)Nc1nc(SCc3ccc(Cl)cc3)nn1C1=C2CN(C)CC1,-2
Cc1ccc([N+](=O)[O-])cc1S(=O)(=O)n1c(SCC(=O)Nc2ccc(C(C)C)cc2)nc2ccccc21,-8
COC(=O)c1c(NC(=O)COc2cc(C)cc(C)c2)sc2c1CCC2,-57
CC(C)C(NS(=O)(=O)c1cccs1)C(=O)NCc1ccc(F)cc1 (stereo not drawn),-8
COc1ccc(C(=O)n2cnc3cc(C)c(C)cc32)cc1OC,3
COCCCn1c(=N)c(C(=O)NCc2ccco2)cc2c(=O)n3cccc(C)c3nc21,-10
Cc1ccc(C(C(=O)NC2CCCC2)N(Cc2cccs2)C(=O)CNC(=O)c2cccs2)o1 (stereo not drawn),2
CC(=O)[C@@H]1[C@@H]2C(=O)N(Cc3ccccc3)C(=O)[C@@H]2C2c3ccccc3C=CN21 (stereo partly drawn),-18
CC1CC(=O)N(c2ccc(N3CCC(C(N)=O)(N4CCCCC4)CC3)c([N+](=O)[O-])c2)C1=O (stereo not drawn),8
CC(=O)OCCCNc1cc(Sc2ccc(C)cc2)c2nonc2c1[N+](=O)[O-],-1
COc1ccc(-c2cc(C(F)(F)F)n3ncc(C(=O)N4CCN(c5cccc(Cl)c5)CC4)c3n2)cc1OC,2
Cc1ccc(OCc2nnc(SCc3nc4ccccc4[nH]3)n2Cc2ccco2)cc1,-15
CCSc1nc2c(c(=O)n1CC)C1(CCCCC1)Cc1ccccc1-2,5
O=C1C=C(NCc2ccncc2)CC(c2ccccc2)C1 (stereo not drawn),2
CCOc1ccc(CNC(=O)NS(=O)(=O)c2ccc(OC)cc2)cc1,-4
O=C(O)C1CSC(c2ccccc2)N1C(=O)c1ccco1 (stereo not drawn),-6
Cc1c2occ(-c3ccc(Br)cc3)c2cc2c3c(c(=O)oc12)CCC3,-8
CC(C)c1ccc2oc(=O)cc(CN3CCN(c4ccc(F)cc4)CC3)c2c1,-15
O=C(CCCn1c(SCC(=O)NCC2CCCO2)nc2ccccc2c1=O)NCC1CCCO1 (stereo not drawn),-6
COc1ccc(OCCSc2ncnc3nc[nH]c23)cc1,-1
Cc1cccc(NC(=O)c2ccccc2NC(=O)c2cccc(S(=O)(=O)N3CCCCCC3)c2)c1,-50
CCOc1cccc2cc(-c3nnc(Nc4ccc(F)cc4)s3)c(=O)oc12,-6
N=c1c(C(=O)NCc2ccc(F)cc2)cc2c(=O)n3ccccc3nc2n1Cc1ccco1,-18
COc1cccc(CN2CCCC(C(=O)N3CCCCCC3)C2)c1OC (stereo not drawn),1
CCN(CCNC(=O)C1CCCN(Cc2nc(-c3ccc(OC)cc3)oc2C)C1)c1ccccc1 (stereo not drawn),-2
Cc1sc2nc(CN3CCN(S(=O)(=O)c4cccc5nonc45)CC3)[nH]c(=O)c2c1C,-6
CCCn1c(N2CCCC2)nc2c1c(=O)n(C)c(=O)n2C,-2
CCN(CC)c1ccc(C2C(C(=O)OC3CCCCC3)=C(C)NC3=C2C(=O)CCC3)cc1 (stereo not drawn),3
